Rtt109 Vps75 – blocks Candida albicans Rtt109/Vps75 acetyltransferase activity; Q5AAJ8; purified Rtt109/Vps75, ThioGlo CoA-SH fluorescence, 4 h; inhibition, % at 34.9 µM; actives 0.16% (n = 330,000); AID 540336;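 active = inhibition of at least 50% in every replicate; inconclusive = best replicate reaches 50% inhibition but some replicates fall short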
CAL PDZ FP-1 – blocks peptide binding to human CAL PDZ domain; Q9HD26; purified CAL PDZ, TMR-peptide fluorescence polarization, 1 h; inhibition, % at 20 µM; actives 0.02% (n = 330,000); AID 504414;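 active = highest replicate inhibition of at least 40%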;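 note: plate controls were DMSO neutral control wells for no effect and unlabeled competitor peptide control wells for full effect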
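Test system: tagged CAL PDZ domain / Buffer or medium: sodium phosphate/NaCl buffer pH 7.4 with TCEP, IgG, Thesit / Reagent: TMR-labelled reporter peptide T*-PRC34 bound in PDZ groove / Compound dosing: single point, 20 µM / Schedule: 1 h incubation at room temperature before polarization reading / Technique: fluorescence polarization (mP) / Benchmarks: unlabelled peptide, DMSO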
MITF act – increases MITF-driven TRPM1 promoter luciferase signal | actives 0.75% (n = 300,000) | SK-MEL-5 TRPM1-promoter luciferase, 24 h; % of positive control, neutral wells = 0 | activation, % at 12.5 µM;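 active = mean activation of at least 80% with every replicate also reaching 80%; inconclusive = mean reaches 80% but some replicate falls short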;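 note: 0% = neutral control wells and 100% = parthenolide positive control wells; values of inactives mirror those of a sister screen read the other way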
NSD2 inh – blocks human histone methyltransferase NSD2; AID 743445; inhibition, % at 12.5 µM; actives 0.54% (n = 310,000); O96028; NSD2 peptide methylation, AlphaScreen, 120 min; in the data active = inhibition above about 50%
PfHsp90 set2 – reduces growth (ATP signal) of yeast expressing P. falciparum Hsp90; inhibition, % at 9.4 µM; actives 0.32% (n = 310,000); S. cerevisiae expressing PfHsp90, BacTiter-Glo ATP, 48 h; yeast lacking PDR1 and PDR3 efflux regulators;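 active = every replicate shows inhibition above about 80%, whatever the replicate mean, limit read from the data; inconclusive = mean inhibition reaches the set limit but some replicate falls short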;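 note: 0% = DMSO neutral controls and 100% = 20 µM radicicol positive controls; yeast relying on Plasmodium falciparum Hsp90 in place of its own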
dFosB act – activators of mouse delta FosB homodimer. P13346. purified delta FosB, TAMRA-CDK5 oligo fluorescence polarization; percent of positive-control signal above neutral wells. activation, % at 25 µM. actives 0.99% (n = 340,000);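 active = mean activation above about 17%, with every replicate also reaching it, limit read from the data, passing the limit was not always enough; inconclusive = only one of the two conditions met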;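 note: fluorescence polarization rise as delta FosB binds a TAMRA Cdk5 AP-1 oligo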
Target sequence (P13346 whole entry, looked up): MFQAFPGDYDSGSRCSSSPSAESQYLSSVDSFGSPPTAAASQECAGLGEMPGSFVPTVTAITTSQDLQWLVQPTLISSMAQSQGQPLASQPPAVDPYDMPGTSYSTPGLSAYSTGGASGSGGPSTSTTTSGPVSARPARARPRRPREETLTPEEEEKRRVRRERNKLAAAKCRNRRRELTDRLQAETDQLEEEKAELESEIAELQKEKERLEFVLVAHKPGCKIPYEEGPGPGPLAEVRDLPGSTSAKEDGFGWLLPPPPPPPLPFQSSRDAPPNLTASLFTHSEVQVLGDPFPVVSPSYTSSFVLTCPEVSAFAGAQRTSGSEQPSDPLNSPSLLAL
SR-BI uptake up – SR-BI HDL lipid transfer activation. CHO ldlA[mSR-BI] cells, DiI-HDL uptake fluorescence, 3 h; 100 = double the neutral-control signal. activation, % at 12.5 µM. actives 0.096% (n = 320,000);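 active = mean replicate activation of at least 60% and every replicate at or above 60%; inconclusive = mean or all-replicate condition met, but not both; inactive = mean below 60% and not all replicates reaching 60%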;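 note: 0% = median plate neutral-control signal and 100% = twice that signal; values of inactives mirror those of a sister screen read the other way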
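Test system: SR-BI-overexpressing, LDLR-lacking CHO cells; Medium: Ham's F12 with 0.5% BSA, HEPES 25 mM, pH 7.4; Schedule: 3 h, 37 °C; Technique: bottom-read fluorescence, 550/595 nm.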
SR-BI HDL uptake – blocks mouse SR-BI lipid uptake from DiI-HDL. Q61009. ldlA[mSR-BI] CHO cells, DiI-HDL uptake fluorescence, 3 h. inhibition, % at 12.5 µM. actives 0.96% (n = 320,000);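 active = mean replicate inhibition of at least 70% and a set share of replicates each scoring 70 or more; inconclusive = meets just one of the two criteria; inactive = fails both criteria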;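 note: 0% = median of neutral control wells and 100% = median of positive control wells; values of inactives mirror those of a sister screen read the other way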
Target sequence (Q61009 whole entry, looked up): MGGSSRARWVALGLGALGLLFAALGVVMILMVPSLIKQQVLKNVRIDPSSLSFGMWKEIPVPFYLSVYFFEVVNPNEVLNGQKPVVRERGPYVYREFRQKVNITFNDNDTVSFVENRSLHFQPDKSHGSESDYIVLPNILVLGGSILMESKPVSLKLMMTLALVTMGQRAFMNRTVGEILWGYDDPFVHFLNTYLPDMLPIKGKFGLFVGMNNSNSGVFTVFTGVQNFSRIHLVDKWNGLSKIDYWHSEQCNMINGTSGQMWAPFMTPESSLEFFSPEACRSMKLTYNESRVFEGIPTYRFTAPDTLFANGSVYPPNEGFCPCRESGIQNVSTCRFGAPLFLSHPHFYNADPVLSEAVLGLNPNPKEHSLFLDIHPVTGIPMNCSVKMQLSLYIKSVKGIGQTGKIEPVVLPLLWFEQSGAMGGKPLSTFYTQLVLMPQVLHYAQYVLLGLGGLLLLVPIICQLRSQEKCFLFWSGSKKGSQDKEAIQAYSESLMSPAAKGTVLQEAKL
CAL PDZ FP-2 – CAL PDZ (human) peptide binding inhibition | purified CAL PDZ, TMR-peptide fluorescence polarization, 1 h | inhibition, % at 24.9 µM | Q9HD26 | actives 0.92% (n = 300,000) | AID 602252;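 active = mean inhibition of at least 30% with at least half of replicates also reaching 30%; inconclusive = no clear call, values can overlap the other calls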;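 note: 0% = DMSO neutral control and 100% = excess unlabeled competitor peptide PRC23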
PvdQ acylase – P. aeruginosa PvdQ acylase inhibition; purified PvdQ acylase, fluorescence plate reader; inhibition, % at 10 µM; actives 0.063% (n = 340,000); in the data active = inhibition above about 30%, passing the limit was not always enough; inconclusive = no clear call, values can overlap the other calls;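 note: 0% = vehicle neutral wells and 100% = reference inhibitor wells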
Starred values were filed as active, the others as inactive; u = inconclusive; x = not tested or not shown.

SMILES	Rtt109 Vps75	CAL PDZ FP-1	MITF act	NSD2 inh	PfHsp90 set2	dFosB act	SR-BI uptake up	SR-BI HDL uptake	CAL PDZ FP-2	PvdQ acylase
COC(=O)c1ccc(C(=O)N2CCCC(CNC(=O)c3ccccc3Cl)C2)cc1 (stereo unspecified)	-2	-2.0	3	-2	11	4	-13	13	2	-8
CC(C)NC(=O)Nc1ccc2c(c1)C(=O)N([C@H](C)CO)C[C@H](C)[C@@H](CN(C)S(=O)(=O)c1cccs1)O2	14	-1.1	5	x	7	-6	-9	9	-1	-10
CCC(=O)n1nc(-c2ccc(OC)cc2)nc1NCc1cccs1	1	-1.6	34	-1	-48	-5	-6	6	-3	-8
Brc1ccc(CSc2nccn2-c2ccccc2)cc1	9	-2.0	x	4	-4	-4	15	-15	-4	8
O=C(CCC(=O)c1cccs1)Nc1nnc(C2CC2)s1	6	-0.6	x	-2	0	6	-17	17	-1	20
CC(=O)Nc1ccc(S(=O)(=O)Nc2ccccc2C(=O)NCc2cccnc2)cc1	-6	0.2	x	6	-7	-9	x	x	-1	-11
COC(=O)c1cc(S(=O)(=O)NCc2cccs2)c[nH]1	-1	-2.5	3	-5	-26	-4	3	-3	-1	-9
CC(C)C[C@H](NC(=O)N1CCn2c1nc1ccccc12)C(=O)NCCc1ccccc1	33	-2.3	-14	-3	6	-14	-3	3	0	-11
CC(C)CC1=NC(C(F)(F)F)(C(F)(F)F)c2c(n(CC(C)C)c(=O)[nH]c2=O)N1	2	-1.0	6	-2	9	0	-4	4	-3	11
Cn1cccc1C(=O)Nc1ccc(Cl)c(S(=O)(=O)N2CCCCC2)c1	6	-2.1	x	3	8	-15	1	-1	-9	-16
COc1cc(CNS(=O)(=O)CCl)cc(OC)c1OC	5	-0.8	-1	x	x	0	10	-10	1	-10
COc1ccc(NC(=O)CSCC(=O)N(C)Cc2ccc3c(c2)OCCO3)cc1	1	-0.4	-3	0	11	-7	-15	15	-3	-9
COc1cc(Br)cc(CN2CCN(c3ncccn3)CC2)c1O	6	0.2	x	-3	-22	-3	-4	4	-1	-10
CCN(C[C@H]1N[C@@](Cc2ccccc2)(C(=O)OC)[C@H]2C(=O)N(Cc3ccccc3)C(=O)[C@@H]12)S(=O)(=O)c1ccc(OC(F)(F)F)cc1	4	0.6	-8	x	-5	2	-14	14	-1	-11
O=C(O)c1cc2ncc(CCO)cn2n1	6	-2.1	-10	1	14	2	8	-8	0	-3
COc1ccc(NC(=O)COC(=O)c2ccc(OCc3ccc(Cl)cc3Cl)c(OC)c2)c(OC)c1	-2	-1.8	4	-3	12	5	17	-17	0	-19
O=C(c1ccc2ncsc2c1)N1CCN(c2nc3ccccc3s2)CC1	-8	-0.9	-15	-3	33	-9	-6	6	-2	-14
CCC(c1nnc(SCC(=O)Nc2c(F)cccc2F)n1Cc1ccccc1)N(C)C (stereo unspecified)	-1	-0.5	-2	-1	-1	-4	x	4	-1	-2
CC(C)(C)OC(=O)C[C@@H]1C/C=C\C[C@H](CC(=O)N[C@@H](CO)Cc2ccccc2)C(=O)N[C@H](C(C)(C)C)COC1=O	8	-1.1	-7	x	-18	-2	-7	8	-5	-5
COc1cc(OC)cc(-c2cc3nc(C)c(CCC(=O)Nc4nc(C)cs4)c(C)n3n2)c1	2	0.0	x	x	30	6	-70	70	x	-9
CN(C(=O)CC1C(=O)NCCN1Cc1ccc(F)cc1)C1CCOCC1 (stereo unspecified)	-4	0.0	1	-2	38	2	x	x	3	-2
O=c1c2ccccc2c(=O)n(Cc2ccccc2)n1Cc1ccccc1	-3	-0.3	-8	-3	-5	0	5	-5	-2	-13
O=C(O)C1C2C=CC(C2)C1C(=O)NCc1ccc(Cl)c(Cl)c1 (stereo unspecified)	-19	-1.7	-12	-1	6	3	7	-7	-3	-11
Cc1ccc(S(=O)(=O)N2[C@@H](c3ccccc3F)C(C(=O)O)=CC[C@H]2c2ccc(C(C)C)cc2)cc1	17	-1.0	-2	x	-15	-8	7	-7	-3	-13
C=CCn1c(CSc2nc3ccccc3s2)n[nH]c1=S	-1	0.0	1	1	9	-6	-24	24	5	-10
O=C1COc2ccc(C(=O)COC(=O)c3sc4ccccc4c3Cl)cc2N1	7	-1.0	-15	-1	-19	94*	-47	47	6	-2
COc1ccccc1C(=O)Nc1ccnn1C1CCN(Cc2cn(C)c3ccccc23)CC1	-10	-2.1	-12	3	-12	-1	-3	3	-4	-1
O=C(COC(=O)c1cc(Cl)ccc1O)Nc1ccccc1C(=O)NC1CC1	-9	-1.0	-7	-1	x	-4	-6	6	-5	8
N#Cc1cn(CCOC(=O)c2cccc(C(F)(F)F)c2)c(=O)[nH]c1=O	-10	-2.0	0	-3	-8	3	21	-21	-3	2
Cc1cccc(NS(=O)(=O)c2cccc(C(=O)NCC3(N4CCCCC4)CCCCC3)c2)c1	-10	-2.3	18	0	3	-8	8	-8	5	12
Cc1ccc(C(=O)NNc2nc3ccccc3nc2C(F)(F)F)cc1	4	-2.0	-1	2	x	-5	0	0	-2	-5
Cc1ccc(-n2nc(C)c3c2C(Br)C(C)(C)CC3=O)nc1 (stereo unspecified)	8	0.0	6	x	-2	-1	1	-1	-1	8
O=C(CSc1nnnn1-c1ccccc1F)Nc1nc2ccccc2s1	22	-2.3	8	13	9	-5	8	-8	-2	7
Cc1c(NS(=O)(=O)c2ccc(Cl)c(C(=O)OCC(=O)NCc3ccco3)c2)c(=O)n(-c2ccccc2)n1C	-11	0.1	-3	-2	4	-16	30	-30	-1	-14
COC(=O)c1ccc(Oc2coc3cc(OCc4ccc([N+](=O)[O-])cc4)ccc3c2=O)cc1	0	-2.5	-3	1	0	-8	-3	3	-1	-11
COc1ccc(CC(=O)NNC(=O)c2ccc(Br)s2)cc1OC	-4	0.0	6	0	x	-2	10	-10	x	-17
O=[N+]([O-])c1ccc2c(c1)C(N1CCOCC1)/C(=C/COc1ccc(Cl)cc1Cl)O2 (stereo unspecified)	5	-1.8	1	-3	-6	2	-2	2	-3	9
COc1ccc(/C=C2\OC(=S)N(C)C2=O)cc1	-4	-3.1	6	1	-7	-2	4	-4	-3	13
Cc1cc(C(F)(F)F)n2ncc(-c3cccc(Br)c3)c2n1	1	-1.0	-15	-2	-2	-7	-24	24	-1	8
CCCCCC(=O)N1CCCC(c2nc(-c3ccc(OC)cc3)no2)C1 (stereo unspecified)	-1	-0.6	3	x	53	-7	-10	10	-6	-13
Cc1cc(OCC(=O)N[C@@H](Cc2ccccc2)c2nc3ccccc3[nH]2)ccc1Cl	-6	0.0	-18	x	-7	-1	-6	6	-3	-8
O=C(COC(=O)c1cccc(S(=O)(=O)N2CCOCC2)c1)Nc1ncc(Cl)cc1Cl	10	0.2	-2	1	-13	-5	-5	5	x	-11
CCOC(=O)c1c(C)[nH]c(C)c1C(=O)COC(=O)c1sccc1C	1	-0.6	15	4	x	-10	1	-1	2	-13
Cc1ccccc1N=Nc1ccc(O)c2ncccc12	9	-1.1	-76	-1	-33	-5	-11	11	1	-1
Cc1ccc(NC(=O)CSc2ccccc2)cc1S(=O)(=O)N1CCOCC1	-3	-0.3	0	15	11	-9	5	-5	x	-5
O=C(Nc1ccc(Cl)c([N+](=O)[O-])c1)c1ccc(NCCCN2CCOCC2)c([N+](=O)[O-])c1	-8	-2.4	-7	0	-9	u	-30	30	x	-9
O=C(Oc1ccc(F)c(F)c1)c1ccc2c(=O)n3c(nc2c1)CCC3	-10	-3.6	-2	1	-16	-5	7	-7	-2	-18
CSc1ccc(CNCC2CCCO2)cc1 (stereo unspecified)	0	0.0	x	0	-8	0	-3	3	-2	-11
CCN(C(=O)COC(=O)/C=C/c1c(C)nn(Cc2ccc(C)cc2)c1C)C1CCS(=O)(=O)C1 (stereo unspecified)	-1	0.1	-2	1	-42	0	-62	62	-2	-10
O=C(COC(=O)CNC(=O)C1CCCCC1)NCc1ccccc1	1	0.3	-2	-3	17	3	24	-24	-2	-9

With a hit mark in dFosB act, of those listed so far:
SMILES	Rtt109 Vps75	CAL PDZ FP-1	MITF act	NSD2 inh	PfHsp90 set2	dFosB act	SR-BI uptake up	SR-BI HDL uptake	CAL PDZ FP-2	PvdQ acylase
O=C1COc2ccc(C(=O)COC(=O)c3sc4ccccc4c3Cl)cc2N1	7	-1.0	-15	-1	-19	94*	-47	47	6	-2

Following part
SMILES	Rtt109 Vps75	CAL PDZ FP-1	MITF act	NSD2 inh	PfHsp90 set2	dFosB act	SR-BI uptake up	SR-BI HDL uptake	CAL PDZ FP-2	PvdQ acylase
Cc1nn(-c2ccccc2)c(Cl)c1/C=N/NS(=O)(=O)c1ccc(Br)cc1	1	-1.8	2	1	-12	-10	3	-3	-1	-6
CCN(Cc1ccc2c(c1)OCCO2)C(=O)CSc1nc(C)nc2sc(C)c(C)c12	12	-1.5	15	0	1	-15	4	-4	-5	-7
Cc1cc(=O)[nH]c(N=N/C(=N/Nc2ccccc2C)c2ccccc2)n1	4	-0.3	-40	2	13	-11	-44	44	0	-9
CC(O)[C@H]1CN=C(N)N1CCc1cc(C(F)(F)F)cc(C(F)(F)F)c1 (stereo partly specified)	0	-0.5	8	x	-8	-18	2	-2	0	-3
CCNc1nnc(SCC(=O)NC2CCCCCC2)s1	-2	-2.0	-3	4	x	-2	30	-30	-1	-2
O=C(C[C@H]1C/C=C\CC[C@H](Cc2ccc(F)cc2)C(=O)O[C@@H](c2ccccc2)CNC1=O)N[C@@H](CO)Cc1ccccc1	14	-0.7	-2	x	23	u	-15	15	0	-12
CCN(CC)c1ccc(/C=C/c2cccc[n+]2C)c(OC)c1	3	-1.8	x	x	8	14	11	-11	-13	-3
CCOC(=O)N1CCC(NC(=O)C2CCCN(S(=O)(=O)c3cccc4nsnc34)C2)CC1 (stereo unspecified)	6	-0.7	-12	-5	12	-1	-2	2	1	8
COc1ccc(C(=O)/C=C/c2ccc(OC3CSC3)cc2)cc1	-19	-1.8	-10	1	13	-9	20	-20	-4	-12
CC(=O)NC(CCS(C)(=O)=O)C(=O)Nc1ccc(F)cc1Cl (stereo unspecified)	-1	0.3	5	-1	5	-6	40	-40	-5	5
O=CC1=C(c2ccccc2)Oc2ccccc2O1	7	-2.9	x	2	-76	-17	-3	3	-6	82*
O=C(CN(Cc1ccccc1)C(=O)CNS(=O)(=O)c1ccccc1)NCC1CCCO1 (stereo unspecified)	-7	-0.8	-7	1	-28	-7	x	x	0	-6

Assay outcomes deposited in PubChem BioAssay by Broad Institute.
